HT1080-NT tox: kills 2HG-producing HT-1080-NT fibrosarcoma cells; AID 686970; actives 1.6% (n = 360,000); Potency, µM (titrated, usually from 46.1 µM), without a hit: at the highest dose activity, negative = less viability, usual class: cytotoxic; HT-1080-NT fibrosarcoma viability, CellTiter-Glo ATP luminescence, 48 h;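 note: NT is the 2HG producing partner of a matched IDH1 knockdown line; potency is the fitted concentration of half-maximal effect; 0% = DMSO-treated cells and -100% = media-only wells without cells; nearly all actives have a fitted effect of over 55% in size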
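750 cells/well, RPMI + 5% FBS; 2 h settle, compound pin-transfer, 48 h at 37 degrees C. CellTiter-Glo 10 min RT, luminescence. Normalized to DMSO and media-only wells.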
HepG2 tox: kills HepG2 cells in TGF-b inhibitor counter-screen; HepG2 CAGA-GFP viability, ATP luminescence, 18 h; actives 0.76% (n = 410,000); Potency, µM (doses to about 46.1 µM), inactives show top-dose activity change, negative = cytotoxicity, most hits filed as cytotoxic; AID 588856; note: potency is the fitted concentration of half-maximal effect; some results filed as inactive show a strong effect at the top dose
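CellTiter-Glo luminescence gave cytotoxicity after 18 hours at 37 degrees C. The cells were HepG2 CAGA-GFP in 1% FBS DMEM, stimulated with 500 pg/mL TGF-beta after compound addition. %Activity was normalised to no-cell wells (complete cell-killing) and DMSO (no toxicity), and curves were fitted and classified.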
IL1B secr inh: inhibitors of inflammasome signaling (IL-1 beta secretion); AID 743279; activity change, % at 57.5 µM; actives 4.7% (n = 360,000); THP-1 LPS/ATP IL-1B secretion, AlphaLISA, 16 h; active compounds read low; in the data active = activity change below about -50%; inconclusive = mostly about -30% to -49%; note: % is set by controls: 0 for no effect and ±100 for the full control effect
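Secreted IL-1B measured by AlphaLISA bead assay after 16 h compound exposure of THP-1 cells; compounds (final up to 57.5 uM) added 1 h before LPS (250 ng/mL) and ATP (1.25 mM) stimulation; lower signal means less secretion.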
SW480 rerep: induces DNA re-replication in SW480 colon adenocarcinoma cells | SW480 DNA re-replication, Hoechst DNA content imaging, 48 h | Potency, µM (highest dose often 46.1 µM), inactives show top-dose re-replication activation, most hits filed as activators | actives 1.8% (n = 340,000); note: potency is the fitted concentration of half-maximal effect; % of control where 0% means no effect; nearly all actives have a fitted effect of over 55% in size
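Treated cells incubate 48 hr (37 C, 5% CO2), are stained 40 min with Hoechst, and nuclear fluorescence is enumerated; a rise in nuclei with high DNA signal marks re-replication.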
MCF10A rerep: DNA re-replication induction in MCF 10a cells; MCF 10A DNA re-replication, Hoechst nuclear intensity, 48 h; actives 2.9% (n = 350,000); Potency, µM (titrated, usually from 46.1 µM), inactives show top-dose activity, positive = re-replication, hits mostly activators; note: potency is the fitted concentration of half-maximal effect; % of control where 0% means no effect; nearly all actives have a fitted effect of over 50% in size
ATXN viability: viability counter-screen for ATXN expression inhibitors | S2 cells (HEK-293 line with an ATXN2-luciferase reporter) viability, CellTiter-Fluor protease fluorescence, 24 h | Potency, µM (top dose mostly 56.7 µM), usual class: cytotoxic | actives 0.49% (n = 400,000) | AID 651635; note: potency is the fitted concentration of half-maximal effect; nearly all actives have a fitted effect of over 40% in size
KB-3-1 tox: kills parental KB-3-1 adenocarcinoma cells. KB-3-1 viability, CellTiter-Glo ATP luminescence, 72 h. Potency, µM (top dose mostly 46.1 µM), for the others: at the highest dose activity change, negative = cytotoxic, hits mostly cytotoxic. actives 1.4% (n = 400,000). AID 1347075; note: potency is the fitted concentration of half-maximal effect; % is set by controls: 0 for no effect and ±100 for the full control effect; nearly all actives have a fitted effect of over 60% in size
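Using CellTiter-Glo luminescence, growth of non-resistant KB-3-1 adenocarcinoma cells is assessed 72 h after pin-tool compound addition at 37 °C. Normalized responses across the concentration series yield fitted curves.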
HT1080 IDH1KD tx: toxicity to HT-1080 IDH1 knockdown cells (counter line); HT-1080 IDH1 knockdown viability, ATP luminescence, 48 h; Potency, µM (highest dose often 46.1 µM), inactives show at the highest dose activity, negative = toxicity, hits mostly cytotoxic; actives 2% (n = 360,000); AID 686971;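 note: potency is the fitted concentration of half-maximal effect; 0% = DMSO wells and -100% = cell-free medium wells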
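Cytotoxicity counter-line: IDH1KD HT-1080, 48 h, CellTiter-Glo. Curves classed by r2, magnitude and activity.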
ATXN2 expr inh: ATXN2 expression inhibition; Potency, µM (titrated, usually from 57 µM), inactives show at the highest dose activity change, negative = inhibition, most hits filed as inhibitors; actives 0.72% (n = 360,000); HEK-293 ATXN2-luciferase reporter, luminescence, 24 h; note: potency is the fitted concentration of half-maximal effect; % is set by controls: 0 for no effect and ±100 for the full control effect; nearly all actives have a fitted effect of over 55% in size
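qHTS (up to 57 uM final) was run with 24 h compound exposure of reporter cells at 37 °C. Each well was multiplexed: SteadyGlo luminescence measured ATXN2-luciferase expression after a fluorogenic Gly-Phe-AFC viability readout (25 uM final).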
Starred values were filed as active, the others as inactive; [ ] = remark or other dose. Unless noted, calls come from the whole dose curve; as a rule, active = well fitted curve in the direction sought with a large enough effect; inconclusive = small, poorly fitted or top-dose-only effect, or another doubt; inactive = no such curve, though single readings can be large; an effect the other way counts as inactive or inconclusive. The order is random; any-hit rate near 8.9%.

`Cc1c(C#N)c(N)nc(Cl)c1C#N` gave HT1080-NT tox inconclusive, HepG2 tox -21%, IL1B secr inh -168*, SW480 rerep 3%, MCF10A rerep -11%, ATXN viability inconclusive, KB-3-1 tox 6%, HT1080 IDH1KD tx inconclusive and ATXN2 expr inh inconclusive.
For Cc1ccc(S(=O)(=O)Nc2cc(=O)[nH]c(SCC(=O)Nc3cccc(C)c3)n2)cc1 the results were HT1080-NT tox 0%, HepG2 tox -3%, IL1B secr inh 6, SW480 rerep 4%, MCF10A rerep inconclusive, ATXN viability inactive, KB-3-1 tox -3% and HT1080 IDH1KD tx 9%.
`CCOC(=O)Nc1sc2c(c1C#N)CCC(C)C2` (stereo unspecified) gave HT1080-NT tox -12%, HepG2 tox -17%, IL1B secr inh -5, SW480 rerep 2%, MCF10A rerep -4%, ATXN viability inactive, KB-3-1 tox 24%, HT1080 IDH1KD tx -22% and ATXN2 expr inh 95%[activator].
For O=C(c1cc(C2CC2)nn1-c1ccccc1)N1CCN(Cc2ccccc2)CC1 the results were HT1080-NT tox -1%, HepG2 tox -2%, IL1B secr inh -10, ATXN viability inactive, KB-3-1 tox 0% and HT1080 IDH1KD tx 0%.
CC1CCCC(C)N1C(=O)CN1C(=O)c2ccccc2S1(=O)=O (stereo unspecified) was read as HT1080-NT tox 0%, HepG2 tox -6%, IL1B secr inh -8, SW480 rerep 1%, MCF10A rerep 0%, ATXN viability inactive, KB-3-1 tox -2% and HT1080 IDH1KD tx -5%.
`O=C(NNC(=O)C1CC=CCC1C(=O)O)c1ccc(Cl)cc1` (stereo unspecified) gave HT1080-NT tox 13%, HepG2 tox -2%, IL1B secr inh 22, SW480 rerep 0%, MCF10A rerep -4%, ATXN viability inactive, KB-3-1 tox 5%, HT1080 IDH1KD tx 6% and ATXN2 expr inh 5%.
For Cc1ccc(C)c(OCc2cc(C(=O)NC3CCN(Cc4ccccc4)CC3)no2)c1 the results were HT1080-NT tox inconclusive, HepG2 tox -71%, IL1B secr inh inconclusive, SW480 rerep inconclusive, MCF10A rerep 13%, ATXN viability inactive, KB-3-1 tox inconclusive, HT1080 IDH1KD tx inconclusive and ATXN2 expr inh -18%.
For O=C(NCc1ccc2c(c1)OCO2)C1CC(=O)N(C2CCCCCCC2)C1 (stereo unspecified) the results were HT1080-NT tox 6%, HepG2 tox -12%, IL1B secr inh 10, SW480 rerep 2%, MCF10A rerep 9%, ATXN viability inactive, KB-3-1 tox 11%, HT1080 IDH1KD tx -3% and ATXN2 expr inh -3%.
For CC(C)(C)NC(=O)CN(C(=O)c1ccc(Cl)nc1)c1cccc2ccccc12 the results were HT1080-NT tox 14%, HepG2 tox 13%, IL1B secr inh 9, SW480 rerep 13%, MCF10A rerep 2%, ATXN viability inactive, KB-3-1 tox 0%, HT1080 IDH1KD tx 0% and ATXN2 expr inh 4%.
`CC(=O)c1ccc(OCC(C)C)c(CN2CCCCC2)c1` gave HT1080-NT tox inconclusive, HepG2 tox 7%, IL1B secr inh 15, SW480 rerep -6%, MCF10A rerep 1%, ATXN viability inactive, KB-3-1 tox -7%, HT1080 IDH1KD tx 4% and ATXN2 expr inh 2%.
`CCc1cc(=O)oc2cc(OC3CCCCC3=O)ccc12` (stereo unspecified) gave HT1080-NT tox 12%, HepG2 tox -13%, IL1B secr inh 4, SW480 rerep 0%, MCF10A rerep -2%, ATXN viability inactive, KB-3-1 tox 2%, HT1080 IDH1KD tx 11% and ATXN2 expr inh 11%.
For O=C(Nc1c(Cl)ccc2nsnc12)c1ccc([N+](=O)[O-])o1 the results were HT1080-NT tox 3%, HepG2 tox 13µM*, IL1B secr inh -98*, SW480 rerep inconclusive, MCF10A rerep inconclusive, ATXN viability inactive, KB-3-1 tox inconclusive, HT1080 IDH1KD tx -18% and ATXN2 expr inh -12%.
`Cn1c(=O)c2c(nc(Cl)n2CC(=O)N2CCCCC2)n(C)c1=O` gave HT1080-NT tox 11%, HepG2 tox 9%, IL1B secr inh 19, SW480 rerep -10%, MCF10A rerep 1%, ATXN viability inactive, KB-3-1 tox 0%, HT1080 IDH1KD tx 28% and ATXN2 expr inh 2%.
COc1ccc(Nc2nc(N3CCN(S(=O)(=O)N(C)C)CC3)nc3ccccc23)cc1 was read as HT1080-NT tox -4%, HepG2 tox -31%, IL1B secr inh -8, SW480 rerep -22%, MCF10A rerep inconclusive, ATXN viability inconclusive, KB-3-1 tox -8%, HT1080 IDH1KD tx -9% and ATXN2 expr inh -38%.
`CCOC(=O)c1cnc(SCC(=O)Nc2nc(C)c(C)s2)nc1N` gave HT1080-NT tox 0%, HepG2 tox -13%, IL1B secr inh 29, SW480 rerep 0%, MCF10A rerep 11%, ATXN viability inactive, KB-3-1 tox -14%, HT1080 IDH1KD tx 0% and ATXN2 expr inh 8%.
For O=C(Nc1ccccc1)c1cc(C2CCCN(C(=O)c3cccs3)C2)on1 (stereo unspecified) the results were HT1080-NT tox 10%, HepG2 tox -22%, IL1B secr inh -12, ATXN viability inactive, KB-3-1 tox 16%, HT1080 IDH1KD tx -1% and ATXN2 expr inh 13%.
For CC1(C)CC(=O)C=C(c2n[nH]nc2-c2ccc(F)c(F)c2)C1 the results were HT1080-NT tox 2%, HepG2 tox -4%, IL1B secr inh 10, ATXN viability inactive, KB-3-1 tox 5%, HT1080 IDH1KD tx 8% and ATXN2 expr inh -10%.
CCc1ccc(N(C(=O)CCC(=O)Nc2cc(C)on2)C(C(=O)NC2CCCC2)c2ccco2)cc1 (stereo unspecified) was read as HT1080-NT tox -26%, HepG2 tox -2%, IL1B secr inh -24, SW480 rerep -5%, MCF10A rerep -4%, ATXN viability inactive, KB-3-1 tox -2%, HT1080 IDH1KD tx -22% and ATXN2 expr inh 4%.
For O=C(CCC1CCCN(Cc2cccc(Cl)c2)C1)NCc1ccccc1F (stereo unspecified) the results were HT1080-NT tox 28%, HepG2 tox 4%, IL1B secr inh 0, SW480 rerep -3%, MCF10A rerep 15%, ATXN viability inactive, KB-3-1 tox inconclusive and HT1080 IDH1KD tx 2%.
For CC(C)(C)c1ccc(/C=N/NC(=O)Cc2c[nH]c3ccccc23)cc1 the results were HT1080-NT tox -18%, HepG2 tox -95%, IL1B secr inh -27, SW480 rerep inconclusive, MCF10A rerep inconclusive, ATXN viability inconclusive, KB-3-1 tox inconclusive, HT1080 IDH1KD tx inconclusive and ATXN2 expr inh -13%.

Continued (2 carried over from the part before).
For O=C(CCC1CCCN(Cc2cccc(Cl)c2)C1)NCc1ccccc1F (stereo unspecified) the results were HT1080-NT tox 28%, HepG2 tox 4%, IL1B secr inh 0, SW480 rerep -3%, MCF10A rerep 15%, ATXN viability inactive, KB-3-1 tox inconclusive and HT1080 IDH1KD tx 2%.
For CC(C)(C)c1ccc(/C=N/NC(=O)Cc2c[nH]c3ccccc23)cc1 the results were HT1080-NT tox -18%, HepG2 tox -95%, IL1B secr inh -27, SW480 rerep inconclusive, MCF10A rerep inconclusive, ATXN viability inconclusive, KB-3-1 tox inconclusive, HT1080 IDH1KD tx inconclusive and ATXN2 expr inh -13%.
For CN(C)NC(=O)C(NC(=O)c1ccccc1)C12CC3CC(CC(C3)C1)C2 (stereo unspecified) the results were HT1080-NT tox -3%, HepG2 tox -25%, IL1B secr inh 7, SW480 rerep -15%, MCF10A rerep 20%, ATXN viability inactive, KB-3-1 tox 4%, HT1080 IDH1KD tx -3% and ATXN2 expr inh 1%.
For Cc1ccc(CCN2CC(C(=O)NCc3cccnc3)CC2=O)cc1 (stereo unspecified) the results were HT1080-NT tox -3%, HepG2 tox -14%, IL1B secr inh 12, SW480 rerep -5%, MCF10A rerep 3%, ATXN viability inactive, KB-3-1 tox -3%, HT1080 IDH1KD tx 10% and ATXN2 expr inh 5%.
Cc1cc(C)cc(-n2ncc3c2CCCC3NC(=O)c2ccccc2N2CCOCC2)c1 (stereo unspecified) was read as HT1080-NT tox inconclusive, HepG2 tox -3%, IL1B secr inh -19, SW480 rerep 21µM*, MCF10A rerep inconclusive, ATXN viability inconclusive, KB-3-1 tox inconclusive, HT1080 IDH1KD tx 16µM* and ATXN2 expr inh -15%.
Screening CC(C)OP(=O)(Nc1cccc2ccccc12)OC(C)C returned HT1080-NT tox -4%, HepG2 tox -7%, IL1B secr inh 11, SW480 rerep 6%, MCF10A rerep -26%, ATXN viability inconclusive, KB-3-1 tox 16%, HT1080 IDH1KD tx 4% and ATXN2 expr inh -20%.
For COc1ccc(/C=N/NC(=O)c2ccn[nH]2)cc1Cn1cc([N+](=O)[O-])cn1 the results were HT1080-NT tox 1%, HepG2 tox -38%, IL1B secr inh 22, SW480 rerep 24%, MCF10A rerep 0%, ATXN viability inactive, KB-3-1 tox 2%, HT1080 IDH1KD tx -1% and ATXN2 expr inh 15%.
CCn1cc(/C=C(\NC(=O)c2cc(OC)c(OC)c(OC)c2)C(=O)N2CCOCC2)c2ccccc21 was read as HT1080-NT tox 0%, HepG2 tox -6%, IL1B secr inh -18, ATXN viability inactive, KB-3-1 tox -3% and HT1080 IDH1KD tx -17%.
CCCn1nc2cc(C(=O)NCc3ccc(C)cc3)ccc2c1OCC was read as HT1080-NT tox 14%, HepG2 tox -5%, IL1B secr inh -8, SW480 rerep -3%, MCF10A rerep 11%, ATXN viability inactive, KB-3-1 tox 19%, HT1080 IDH1KD tx 14% and ATXN2 expr inh 7%.
COc1cccc(CNC(=O)COC(=O)C2CC3CCCC(C2)C3=O)c1 (stereo unspecified) was read as HT1080-NT tox 1%, HepG2 tox 54%, IL1B secr inh 4, SW480 rerep -7%, MCF10A rerep -1%, ATXN viability inactive, KB-3-1 tox 4%, HT1080 IDH1KD tx 3% and ATXN2 expr inh 12%.

Screening results as filed in PubChem BioAssay.
